Vif-A3G inh – inhibitors of Vif-APOBEC3G interaction; Q9HC16; AID 602310; HeLa A3G-eYFP + Vif (tagged APOBEC3G with the HIV-1 protein that degrades it), YFP fluorescence, overnight; actives 0.076% (n = 410,000); Potency, µM (series often up to 46.1 µM), for the others: top-dose activity, negative = active, most hits filed as inhibitors;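 further: potency means the concentration at half of the fitted maximal effect; on the % scale 0 is the no-effect control and ±100 the full control effect; nearly all actives have a fitted effect of over 60% in size; hits raise eYFP signal because A3G escapes Vif-driven loss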
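Read-out is eYFP fluorescence (Ex 488/Em 500-530) from Vif-expressing HeLa A3G-eYFP cells; more signal means A3G escaped Vif-mediated degradation. Cells plated overnight, compound pinned in, incubated overnight at 37 deg C.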
D1 agonist – agonists of human D1 dopamine receptor | P21728 | actives 1% (n = 360,000) | activation, % at 2 µM | HEK293 T-REx D1 cells, calcium flux, agonist mode | AID 504660; in the data active means activation above about 30%; further: 0% is about no effect
Target sequence (P21728 whole entry, looked up): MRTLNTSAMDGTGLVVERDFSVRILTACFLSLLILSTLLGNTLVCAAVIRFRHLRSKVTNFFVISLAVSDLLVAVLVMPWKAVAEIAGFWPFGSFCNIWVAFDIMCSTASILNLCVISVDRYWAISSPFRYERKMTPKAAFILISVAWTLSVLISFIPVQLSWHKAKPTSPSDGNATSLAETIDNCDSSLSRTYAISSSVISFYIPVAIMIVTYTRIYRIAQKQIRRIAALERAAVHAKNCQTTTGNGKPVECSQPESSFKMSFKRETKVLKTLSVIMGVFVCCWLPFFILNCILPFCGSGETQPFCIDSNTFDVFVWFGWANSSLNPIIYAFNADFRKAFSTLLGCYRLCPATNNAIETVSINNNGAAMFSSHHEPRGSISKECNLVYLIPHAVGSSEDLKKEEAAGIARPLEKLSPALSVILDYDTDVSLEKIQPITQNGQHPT
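Tetracycline-induced HEK293 TREx D1 cells, force-coupled to calcium signalling, were dye-loaded with a no-wash calcium kit. Compound was pin-added after a 10 s baseline. Fluorescence was read kinetically at 1 cycle/s for 180 s, with calcium rises flagged as agonism.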
D1 antagonist – human D1 dopamine receptor antagonism; actives 3.2% (n = 360,000); P21728; HEK293 TREx D1 cells, calcium flux, dopamine EC80; hits give low values; activity change, negative = inhibition, % at 10 µM; AID 504652; in the data active means activity change below about -30%; further: on the % scale 0 is the no-effect control and ±100 the full control effect
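Using tetracycline-induced force-coupled D1 Hek293 cells and a calcium dye, signals were followed for 180 s after compound, then for 180 s after EC80 dopamine, to detect inhibitors.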
RXFP1 ag – agonists of human relaxin receptor RXFP1; actives 0.3% (n = 370,000); Potency, µM (doses to about 57.5 µM), without a hit: top-dose activation, most hits filed as activators; HEK293T-RXFP1 cAMP TR-FRET, 30 min; response scale: percent of porcine relaxin response, buffer zero; further: potency means the concentration at half of the fitted maximal effect; on the % scale 0 is the no-effect control and ±100 the full control effect; nearly all actives have a fitted effect of over 60% in size; many of its hits are not listed in these tables
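HEK293 cells stably expressing RXFP1, treated 30 min at 37C with compounds plus PDE4 inhibitor Ro 20174; cAMP measured by HTRF TR-FRET. Normalized to buffer and 29 nM porcine relaxin; EC50 by Hill fit.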
RXFP1 antag – blocks the human relaxin receptor RXFP1 | Q9HBX9 | HEK293-RXFP1, relaxin-stimulated cAMP HTRF, 30 min; hits give low values | actives 0.59% (n = 350,000) | activity change, negative = inhibition, % at 57.5 µM;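 active means activity change of -60% or lower, but not beyond a set lower limit; inconclusive means change between -60% and -40%, or beyond the set limit; inactive means change above -40%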; further: on the % scale 0 is the no-effect control and ±100 the full control effect
D1 potentiator – enhances dopamine response at the human D1 receptor; P21728; actives 0.036% (n = 360,000); HEK293 TREx D1 cells, calcium flux, dopamine EC20 potentiation; potentiation, % at 10 µM; in the data active means potentiation above about 30%; further: 0% is about no effect
Glioma ERSR ind – ER stress response induction in glioma; actives 0.02% (n = 420,000); Potency, µM, inactives show at the top dose activation, most hits filed as activators; U87-MG GRP78 promoter luciferase reporter, 16 h; further: potency means the concentration at half of the fitted maximal effect; series mostly up to about 76 µM; % of control where 0% means no effect; nearly all actives have a fitted effect of over 35% in size
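ERSR induction read as luciferase luminescence (Bright-Glo, 10 min at room temperature) in stably transfected human U87-MG glioma cells exposed to compounds for 16 h, using GRP78 as sensor.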
D2 potentiator – D2 dopamine receptor (human) potentiation | P14416 | HEK293 T-REx D2, calcium flux, EC20 dopamine potentiation | potentiation, % at 10 µM | actives 0.34% (n = 340,000) | AID 485347;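 active means potentiation over 3 SD above the plate norm, cut at about 30% in these data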; further: 0% is about no effect
Target sequence (P14416 whole entry, looked up): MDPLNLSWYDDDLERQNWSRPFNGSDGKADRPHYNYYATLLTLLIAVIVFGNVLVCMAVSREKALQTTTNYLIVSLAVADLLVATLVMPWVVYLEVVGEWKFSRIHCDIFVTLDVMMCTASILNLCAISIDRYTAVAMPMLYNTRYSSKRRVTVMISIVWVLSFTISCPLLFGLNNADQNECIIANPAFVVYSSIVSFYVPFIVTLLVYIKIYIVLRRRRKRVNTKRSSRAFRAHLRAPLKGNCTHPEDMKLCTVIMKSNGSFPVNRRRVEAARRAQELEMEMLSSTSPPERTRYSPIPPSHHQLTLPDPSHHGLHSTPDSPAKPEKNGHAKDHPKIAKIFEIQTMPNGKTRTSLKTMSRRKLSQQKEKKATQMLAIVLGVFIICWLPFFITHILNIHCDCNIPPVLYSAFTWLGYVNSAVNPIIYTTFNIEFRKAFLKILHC
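Tetracycline-induced Hek293 Trex D2 cells, force-coupled to calcium, loaded with no-wash calcium dye. Compound added with 180 s kinetic read for agonism, then EC20 dopamine and a further 180 s read for potentiation.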
Vif-A3F inh – Vif-A3F binding inhibition | HeLa A3F-eYFP + Vif (tagged APOBEC3F with the HIV-1 protein that degrades it), YFP fluorescence increase | Potency, µM (doses to about 46.1 µM), without a hit: at the highest dose activity, negative = active | actives 0.2% (n = 390,000) | AID 602313; further: potency means the concentration at half of the fitted maximal effect; % of control where 0% means no effect; nearly all actives have a fitted effect of over 65% in size
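Fluorescence increase (Ex 488/Em 500-530) after overnight compound treatment at 37 deg C flags inhibition of Vif-driven A3F-eYFP loss in stable HeLa A3F-eYFP/Vif cells seeded overnight beforehand.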
Numbers without * were called inactive; u = inconclusive; x = no result given. Unless noted, the call rests on the fitted dose curve; in most records, active means well fitted curve in the direction sought with a large enough effect; inconclusive means small, poorly fitted or top-dose-only effect, or another doubt; inactive means no such curve, though single readings can be large; an effect the other way counts as inactive or inconclusive.

Each structure is followed by: Vif-A3G inh | D1 agonist | D1 antagonist | RXFP1 ag | RXFP1 antag | D1 potentiator | Glioma ERSR ind | D2 potentiator | Vif-A3F inh
> O=C(N1CCCCC1)N1CCN(S(=O)(=O)c2cccc([N+](=O)[O-])c2)CC1
    2% | 4 | -13 | 0.5% | 13 | -1 | -6% | -3 | 6%
> CC(C)c1ccccc1NC(=O)C1CN(S(=O)(=O)c2ccccc2)CCN1S(=O)(=O)c1ccccc1 (stereo not given)
    -1% | 2 | -2 | -1.9% | -14 | 3 | 0% | 7 | -6%
> N#CCCn1cc(C(=O)Nc2ccc(C(=O)O)cc2)c(-c2cccc(Br)c2)n1
    0% | 2 | 4 | -2.6% | 17 | -5 | 0% | -9 | -4%
> CC1=C(C(N)=O)C(c2ccc(C(C)C)cc2)n2nc(SCc3ccccc3)nc2N1 (stereo not given)
    0% | 5 | -2 | -0.4% | x | 0 | 0% | 23 | -1%
> CCC1CCCCN1C(=O)COC(=O)c1ccc(S(=O)(=O)N2CCOCC2)cc1 (stereo not given)
    0% | 2 | -1 | 1.4% | -6 | -8 | -2% | -3 | -7%
> Cc1cc(NC(=O)c2cccs2)ncc1NC(=O)C(C)(C)C
    -3% | 1 | -10 | -0.3% | 2 | 0 | -11% | 2 | -14%
> COc1cccc(N2CCN(CC(=O)Nc3ccc(-n4cnnn4)cc3)CC2)c1
    1% | 1 | -20 | 0.4% | -1 | -4 | -3% | -4 | -2%
> CCOC(=O)C1CCN(c2c(C(=O)c3ccccc3)cnc3ccc(Cl)cc23)CC1
    -1% | 6 | 8 | 7.0% | -9 | 1 | -4% | -2 | -15%
> NS(=O)(=O)c1ccc(-c2ccc(/C=N/NC(=O)c3ccccc3O)o2)cc1
    0% | 1 | 2 | -0.8% | -10 | -3 | 0% | -7 | 2%
> COc1ccc(C(=O)Nc2nc(CC(=O)NCCc3cccc(OC)c3)cs2)cc1
    -2% | 8 | -23 | 1.5% | -3 | -2 | -4% | 15 | -5%
> CN(C)C(CNC(=O)c1ccc(C(F)(F)F)cc1)c1ccco1 (stereo not given)
    0% | 2 | -6 | -2.4% | 6 | -2 | 2% | -19 | -15%
> CCOc1ccc(Nc2nc3ccccc3n3cnnc23)cc1
    -8% | 1 | 2 | 5.5% | -7 | 2 | -1% | 2 | -7%
> CCC(Oc1ccccc1)C(=O)Nc1ccccc1OC (stereo not given)
    -3% | 1 | -8 | 1.0% | 6 | 3 | -3% | 12 | -11%
> CCOc1ccc(NC(=O)CN(C)C(=O)CC2CCCC2)cc1OCC
    3% | 2 | -11 | 0.2% | -7 | x | 4% | x | 17%
> COc1ccccc1NC(=O)NCCCCc1ccccc1
    0% | 4 | -15 | -0.1% | 6 | -2 | 11% | -11 | -1%

Each structure is followed by: Vif-A3G inh | D1 agonist | D1 antagonist | RXFP1 ag | RXFP1 antag | D1 potentiator | Glioma ERSR ind | D2 potentiator | Vif-A3F inh
> C#CCOc1ccc(/C=C2/C(=O)N(c3ccc(S(N)(=O)=O)cc3)N=C2C)cc1OC
    -20% | x | x | x | 3 | x | 1% | x | 1%
> Cc1ccc2cc(CN(Cc3ccco3)C(=O)c3cccs3)c(=O)[nH]c2c1
    u | 1 | 5 | -0.6% | 5 | -4 | -1% | -6 | 2%
> COc1ccc(C)cc1NC(=S)N1CC(C)OC(C)C1 (stereo not given)
    1% | -1 | 8 | 1.8% | 0 | 6 | -4% | -2 | -9%
> COc1ccc(/C=N/NC(=O)CNC(=O)c2ccc(S(=O)(=O)N3CCOCC3)cc2)c(OC)c1
    1% | -1 | 11 | 4.2% | -6 | 4 | -6% | -12 | 0%
> CCCCN(CC)CCCNC(=O)CC1Nc2ccccc2NC1=O (stereo not given)
    -1% | 1 | 16 | 1.6% | -20 | -4 | -5% | -14 | -21%
> COc1ccc(NC(=O)N2CCC(c3nc(-c4cccs4)no3)CC2)cc1
    0% | 1 | -22 | 2.5% | -6 | -6 | 5% | 8 | -8%
> COc1cc(C(=O)NCc2ccc(-n3cccc3)cc2)cc(OC)c1OC
    x | 4 | -7 | 1.8% | x | -7 | x | x | x
> Cc1ccc(NC(=O)Cn2nc(-c3ccncc3)ccc2=O)cc1Cl
    2% | 0 | -1 | -3.3% | -9 | -1 | -4% | -2 | 0%
> CCn1nc(C)c(CCN(C)C(=O)Nc2cc(Cl)c(OC)cc2OC)c1C
    3% | 1 | -13 | 0.4% | x | -1 | -2% | 2 | 4%
> O=C1Nc2ccc(S(=O)(=O)N3CCCCCC3)c3cccc1c23
    0% | 4 | -20 | 5.5% | x | -3 | -2% | 7 | 1%
> CCOc1ccc(N(CC)S(=O)(=O)N2CCCC(C(=O)NCCc3ccc(OC)cc3)C2)cc1 (stereo not given)
    4% | 13 | 11 | 1.0% | -14 | -4 | -2% | x | -1%
> Nc1nc(SCC(=O)c2c(N)n(Cc3ccccc3)c(=O)[nH]c2=O)n[nH]1
    -3% | 4 | 13 | -2.5% | -14 | -3 | -3% | -4 | 3%
> Cn1c(NC(=O)c2ccc(F)cc2)c(-c2ccccn2)c(=O)c2ccccc21
    -1% | 3 | -3 | 0.1% | 1 | 2 | -5% | 0 | 2%
> CC(NC(=O)c1ccc(N(C)C)cc1)c1ccc(F)cc1 (stereo not given)
    1% | 2 | -10 | 1.6% | 6 | -2 | 2% | -3 | 8%
> COc1ccccc1C(=O)NNC(=O)c1cccc(Br)c1
    -9% | -1 | 1 | 3.0% | 1 | -5 | -1% | -6 | 0%

Each structure is followed by: Vif-A3G inh | D1 agonist | D1 antagonist | RXFP1 ag | RXFP1 antag | D1 potentiator | Glioma ERSR ind | D2 potentiator | Vif-A3F inh
> CCOc1cc(/C=N/NC(=O)NN(C)c2ncc(C(F)(F)F)cc2Cl)ccc1O
    -5% | 11 | -20 | 2.0% | 3 | 1 | -3% | -4 | 0%
> COc1cc(C(=O)Nc2nnc(CC(=O)NCc3ccccc3)s2)cc(OC)c1OC
    -18% | 2 | -18 | -0.2% | 4 | -3 | 0% | 0 | -6%
> CCCc1nnc(NC(=O)CCC(=O)N2CCN(Cc3cc(F)ccc3OC)CC2)s1
    -4% | 1 | -8 | -0.9% | -15 | -4 | -2% | x | -10%
> CCc1ccc(OCC(=O)OCC(=O)c2c(N)n(C)c(=O)n(C)c2=O)cc1
    -2% | 11 | -4 | u | -12 | 4 | 3% | 2 | -13%
> Cc1nc(C(=O)NCc2ccccc2)sc1C1(C)CC(c2cccnc2)=NO1 (stereo not given)
    -2% | 41* | 3 | 0.4% | x | 6 | -2% | 5 | -1%
> Cc1cccc(N(Cc2ccccc2)C(=O)c2cc(S(=O)(=O)N3CCOCC3)ccc2F)c1
    0% | 6 | 14 | 1.4% | -12 | 3 | -3% | 7 | 4%
> COCC1CCN(C(=O)C2CCC(=O)N(C3CCCC3)C2)CC1 (stereo not given)
    3% | 1 | 7 | 0.9% | -2 | -4 | 7% | -3 | 2%
> O=c1c2ccc(Cl)cc2[nH]c(=S)n1Cc1cccnc1
    3% | 13 | -7 | 6.9% | -1 | -10 | -6% | 12 | -1%
> O=C(c1cc(COc2ccc(F)cc2Cl)on1)N1CC2C[C@@H]3CC1C[C@H](C2)C3
    -5% | 7 | 23 | -0.9% | 12 | 13 | -11% | 16 | -1%
> Cc1cc2oc(C(=O)Nc3ccc(S(=O)(=O)Nc4ncccn4)cc3)cc(=O)c2cc1Cl
    1% | 0 | -3 | 1.5% | -2 | -5 | -3% | 3 | -4%
> C1CCN(c2nc3nonc3nc2N2CCCC2)C1
    0% | 3 | 2 | 1.3% | -4 | -11 | -4% | -9 | 0%
> CCC(=O)Nc1ccc(C(=O)n2nc(C)cc2C)cc1
    2% | 5 | -2 | 0.2% | 1 | 0 | -3% | 15 | -3%
> Cc1ccc2c(c1)c1c3n2CCN(C(=O)C2CC2)C3CCC1 (stereo not given)
    0% | 2 | -29 | -0.6% | x | 1 | 4% | -7 | -7%
> O=C(c1ccc2c(c1)N(Cc1ccc(F)cc1)C(=O)c1ccccc1S2(=O)=O)N1CCCCC1
    x | 5 | 2 | -1.6% | 0 | 0 | x | -2 | x
> COc1cccc(C(C(=O)NC(C)(C)C)N(Cc2ccc(F)cc2)C(=O)CCC(=O)Nc2cc(C)on2)c1OC (stereo not given)
    4% | 5 | -5 | 0.7% | -10 | -5 | -2% | -8 | 2%

Each structure is followed by: Vif-A3G inh | D1 agonist | D1 antagonist | RXFP1 ag | RXFP1 antag | D1 potentiator | Glioma ERSR ind | D2 potentiator | Vif-A3F inh
> O=C(COc1coc(CN2CCc3ccccc3C2)cc1=O)Nc1cccc(F)c1
    -1% | 2 | -7 | -0.2% | -20 | 1 | -2% | -6 | 3%
> COc1ccc(CNCC(=O)Nc2cc(OC)cc(OC)c2)cc1
    -3% | 27 | -6 | 0.0% | 13 | 3 | -4% | 17 | 2%
> CCCCn1cc(S(=O)(=O)c2ccc(OC)cc2)c(=O)c2cc(F)c(F)cc21
    0% | -1 | -39* | 1.2% | -19 | 0 | 0% | 1 | 4%
> COc1ccc(C)cc1NC(=O)CSc1nc(=O)[nH]c2c1CCCC2
    -1% | 31* | x | 0.7% | -6 | -2 | -1% | 16 | 1%
> O=C1CC2(CCCC2)C(=O)N1c1ccc(S(=O)(=O)NCC2CC2)cc1Cl
    2% | 1 | -6 | -1.6% | -9 | -2 | -3% | -6 | 2%
> O=S(=O)(Oc1ccc(C(=S)N2CCOCC2)cc1)c1ccc(Cl)cc1
    3% | 7 | -14 | 4.2% | 0 | -9 | 0% | 5 | 0%

Screening data (PubChem)

This is a subset, so the mix of outcomes need not match the whole.
